# ALOX12 inh: inhibitors of human 12S-lipoxygenase ALOX12; Potency, µM (highest dose often 108 µM), for inactives: at the highest dose activity change, negative = inhibition, usual class: inhibitors; purified 12hLO, xylenol orange hydroperoxide absorbance; P18054; 580,000 compounds, 1.1% hits; active means well fitted inhibition curve with a large enough effect; inconclusive means small, poorly fitted or top-dose-only effect, or another doubt; inactive means no such curve, though single readings can be large or run the other way
# Target sequence (P18054 whole entry, looked up): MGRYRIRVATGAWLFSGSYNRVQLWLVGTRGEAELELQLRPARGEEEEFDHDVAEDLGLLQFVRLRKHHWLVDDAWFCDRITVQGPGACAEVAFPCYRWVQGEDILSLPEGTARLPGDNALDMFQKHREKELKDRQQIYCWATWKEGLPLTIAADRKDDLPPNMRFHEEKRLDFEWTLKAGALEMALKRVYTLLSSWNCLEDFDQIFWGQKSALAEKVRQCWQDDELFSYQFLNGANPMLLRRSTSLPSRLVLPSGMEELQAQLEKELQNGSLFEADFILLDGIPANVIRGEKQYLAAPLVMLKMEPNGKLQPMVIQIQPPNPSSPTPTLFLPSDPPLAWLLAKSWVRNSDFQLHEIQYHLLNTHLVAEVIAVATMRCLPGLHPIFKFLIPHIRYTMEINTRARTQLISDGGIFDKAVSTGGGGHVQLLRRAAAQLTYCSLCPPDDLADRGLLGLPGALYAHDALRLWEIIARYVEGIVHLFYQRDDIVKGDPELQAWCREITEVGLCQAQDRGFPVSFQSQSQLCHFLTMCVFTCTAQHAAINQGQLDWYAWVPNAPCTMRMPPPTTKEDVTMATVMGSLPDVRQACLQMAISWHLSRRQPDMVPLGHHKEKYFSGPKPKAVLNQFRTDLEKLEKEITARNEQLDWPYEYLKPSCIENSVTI
#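 Purified human 12hLO at 150 nM in 25 mM Hepes, 0.01% Triton X-100, pH 7.0, preincubated 15 min at room temperature with compound. Reaction started with 40 uM arachidonic acid, 30 min at room temperature. Hydroperoxide measured by Fe-xylenol orange, 573/405 nm absorbance ratio.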
# Numbers without * were called inactive; ? = inconclusive; [ ] = another dose, or the depositor's remark. On the % scale 0 is the no-effect control and ±100 the full control effect; potency means the concentration at half of the fitted maximal effect. Some of the compounds tested. The share of hits here may be higher or lower than overall.
SMILES,ALOX12 inh
COc1ccccc1C(=O)OC1=CN(C(C)C)S(=O)(=O)c2ccccc21,45%[activator]
CC(C)(C)S(=O)N1C[C@@H]2CC(=O)C(c3ccccc3)=C2[C@H]1CCO (stereo partly drawn),-19%
CC(C)(C(=O)NCc1cccc(C(F)(F)F)c1)C1CCOCC1,31%[activator]
O=C(CCC[C@@H]1[C@H]2CCCN3CCC[C@@H](CN1Cc1ccccc1)[C@@H]23)NCCCn1cccn1,25%
O=C(C1CC(=O)N(c2n[nH]c3cccc(F)c23)C1)N1CCSCC1 (stereo not drawn),39%
CCN(CC)c1ccc(NC(=O)COC(=O)CCc2cc(OC)c(OC)c(OC)c2)cc1,?
O=C1[C@@H]2C[C@@H](O)CN2C2(CN(Cc3ccc(OC(F)(F)F)cc3)C2)C(=O)N1Cc1ccccc1,26%
COC(=O)c1[nH]c(C)c(/C(O)=C2\C(=O)C(=O)N(CCCn3ccnc3)C2c2ccccc2F)c1C (stereo not drawn),?
CCOCCCNC(=O)CSCc1nc(-c2ccc(OCC)cc2)oc1C,7%
Cc1ccccc1CNC(=O)Cn1cnc2c1c(=O)n(C)c(=O)n2C,23%
OC(c1ccc(F)cc1)c1nc(-c2cccc(C(F)(F)F)c2)cs1 (stereo not drawn),-14%
Cc1noc([C@@H]2CN(S(=O)(=O)c3ccc(C#N)cc3)C[C@H]2C(N)=O)n1,-4%
Cn1c(=O)c2c(ncn2CCC(=O)NCc2ccc(F)cc2)n(C)c1=O,10%
CCCn1nc(C(=O)NC(c2ccc(OCC)c(OCC)c2)C(C)C)c2ccccc2c1=O (stereo not drawn),-1%
COC1C(=O)N(C2CCN(C(=O)c3cccnc3)CC2)C12CCOCC2 (stereo not drawn),38%
c1cncc(CN2CCNc3cc(-c4cn[nH]c4)ncc3C2)c1,62%[activator][176 µM]
COc1ccccc1CNC(=O)CCc1ncc(-c2ccccc2)o1,9%
CC(=O)c1ccc(NC(=O)Cn2cc(C(C)=O)c3ccccc32)cc1,-1%
COC(=O)[C@H](Cc1ccc(OC)cc1)NC(=O)[C@@H]1CN(S(C)(=O)=O)CCN1S(=O)(=O)c1ccccc1,30%
CCCCOc1ccc2cc(C(=O)N3CCC(C(N)=O)CC3)[nH]c2c1,12%
CC1CCN([C@@H]2[C@H](O)[C@H](CO)O[C@@H]2CNC2CCCCC2)CC1,?
CCc1ccc(Nc2ccc3cc(S(=O)(=O)N4CCCC4)ccc3n2)cc1,14µM*
CCn1ncc(N2CCC(NC(=O)c3ccc(C)c(C)c3)CC2)cc1=O,17%
Cc1ccc(S(C)(=O)=O)cc1NCc1c(F)cccc1Cl,?
CCOc1cc2c(cc1NC(=O)c1cc(C)ccc1OC)OC(C)C2 (stereo not drawn),9%

# (next part)
SMILES,ALOX12 inh
Oc1ccc(-c2nc(-c3ccccc3)cs2)cc1,?
COc1cc(C(=O)NC2Cc3ccccc3C2)cc(OC)c1OC,-52%
Nc1[nH]c(C(=O)c2ccccc2)c(-c2ccccc2C(F)(F)F)c1C(=O)NCc1cccc2ccccc12,-27%
COc1ccc(Br)cc1/C=C(/C#N)C(=O)C(C)C,-27%
CC(C)n1nc(C(=O)NCc2cccs2)c2ccccc2c1=O,12%
CC1(C(=O)NS(=O)(=O)c2cccc(C#N)c2)CCN1C(=O)CCC1CCCC1 (stereo not drawn),?
N#Cc1ccc(CN2CCCCCCNC(=O)CC2)cc1,17%
CN1CCN(c2nc3c(c(=O)[nH]2)CCN(Cc2ccc(F)c(F)c2)CC3)CC1,-8%
COc1cc(Cl)c(C)cc1NC(=O)CCOc1cc(C)ccc1C,?
COc1ccc(CC(=O)Oc2ccc(Br)cc2Cl)cc1,-29%
Cc1ccc(C(C)NS(=O)(=O)c2cccs2)o1 (stereo not drawn),?
COc1ccc(OC)c(/C=C(/C#N)C(=O)C(C)(C)C)c1,?
COCCCNC(=O)N1CCCCCCn2c(nnc2-c2ccc(F)cc2)CC1,-1%
COc1cc(CNCc2ccccc2C)ccc1OCC(O)CN1CCC(O)CC1 (stereo not drawn),40%
COc1cccc(C(=O)N[C@@H]2CN(Cc3cccnc3)C[C@H]2CN(C)C)c1,16%
O=C(CSc1ncnc2nc[nH]c12)Nc1cc(Cl)ccc1Cl,-23%
Cc1ccc(NC(=O)c2cccc(C(C)(C)C#N)c2)cc1Nc1ccc2ncn(C)c(=O)c2c1,-20%[57.4 µM]
O=C(NC1CCCCC1)N1CCCC1c1noc(COc2ccc(F)cc2)n1 (stereo not drawn),12%
CN(Cc1cn[nH]c1-c1ccc(F)cc1)C(=O)c1ccccc1C1CCNC1 (stereo not drawn),20%
Cc1cc(SCC(=O)N(C)C)nc2c(C)cccc12,-35%
Cc1cccc(OCCc2noc(C3CCCN3C(=O)c3cccc(C)c3)n2)c1 (stereo not drawn),6%
Cc1noc(C)c1CC(=O)N1CCC2(CC1)N(c1ccccc1)C(=O)CS2=O (stereo not drawn),15%
COC[C@@H]1[C@H](NC(=O)COc2ccc(-n3cnnn3)cc2)[C@@H]2CCO[C@H]12,46%[activator]
OCCNC(=S)Nc1ccc(F)cc1,?
CC1(C(=O)Nc2cccc(Oc3ccccc3)c2)CCN1C1Cc2ccccc2C1 (stereo not drawn),0%

# Other results follow:
SMILES,ALOX12 inh
COc1ccccc1OCCNC(=O)c1ccc2c(c1)NC(=O)CS2,-21%
N#Cc1cccc(NC(=O)CCC(=O)c2ccc3c(c2)OCCCO3)c1,?
O=C(Nc1cccc(Cl)c1)c1nc2ccccc2nc1N1CCOCC1,-3%
COc1ccc(CCc2nc3nccc(-c4ccsc4)n3n2)cc1OC,50%
O=C(NCc1ccccc1Cl)c1ccc(CN2C(=O)NC3(CCOCC3)C2=O)cc1,24%
O=C(O)c1c[nH]c2ncccc12,3%
COc1cc(OC)cc(C2=Cc3ccc(OC)cc3C(CC(C)=O)N2c2ccc(C#CCCO)cc2)c1 (stereo not drawn),-78%
CCCCNC(=O)C1(C)CCN1C(=O)c1cccc2c1OCCO2 (stereo not drawn),-7%
Cc1oc(-c2ccccc2)nc1C(=O)Nc1ccc(S(=O)(=O)N(C)Cc2ccccc2)cc1,-27%
O=C(CSc1cccc2cccc(Cl)c12)Nc1cccc(I)c1,?
COCC(=O)N[C@H]1C[C@@H](CO)N(Cc2cccc(C#N)c2)C1,?
COc1cc(C)c2c(c1C)C[C@H](C(C)C(=O)N1CCN(CCO)CC1)CC2 (stereo partly drawn),20%[176 µM]
c1cnc(N2CCC3(CCCN3Cc3ccc(-c4ccn[nH]4)o3)CC2)nc1,74%[activator]
COC(=O)[C@@H]1[C@H]2C[C@@H]3c4[nH]c5ccccc5c4CCN3C[C@@H]2CC[C@@H]1O,?
Cc1cccc(C(=O)NCC(=O)N2CCCCCCNC(=O)CC2c2ccccc2)c1 (stereo not drawn),27%
Nc1nc2c(ncn2[C@@H]2O[C@H](C(=O)NCCc3c[nH]c4ccccc34)[C@@H](O)[C@H]2O)c(=O)[nH]1,2%
Cc1nc(Cl)c(Cl)[nH]1,-28%
CC(C)(C)Cc1c(-c2ccc(Cl)cc2)nc2c(Cl)cc(C(F)(F)F)cn12,6%
COc1cc(F)c(CN2CC[C@@](O)(C3CC3)[C@H](C)C2)cc1OC,21%
COc1ccc(C)cc1NC(=O)c1sc(COc2ccc(C)cc2)nc1C,2%
CCCCN(CC)C(=O)CC1CCCN(c2cn[nH]c(=O)c2)C1 (stereo not drawn),59%
CCCOc1ccccc1C(=O)N(Cc1ccc(C(C)C)cc1)C1CCS(=O)(=O)C1 (stereo not drawn),-13%
COc1ccc2[nH]c(CNc3cc(C4CC(N)C4)nc(C)n3)cc2c1 (stereo not drawn),0%
CCCCc1cn(CC2CCN(C(=O)c3ccsc3)CC2)nn1,52%[activator]
Cc1ccc(Cl)cc1N1CCN(C(=O)C2CCN(c3nnc(-n4c(C)ccc4C)s3)CC2)CC1,11%

# Part of the list above, set out differently.
structure	ALOX12 inh
N#Cc1cccc(NC(=O)CCC(=O)c2ccc3c(c2)OCCCO3)c1	?
O=C(O)c1c[nH]c2ncccc12	3%
Nc1nc2c(ncn2[C@@H]2O[C@H](C(=O)NCCc3c[nH]c4ccccc34)[C@@H](O)[C@H]2O)c(=O)[nH]1	2%
c1cnc(N2CCC3(CCCN3Cc3ccc(-c4ccn[nH]4)o3)CC2)nc1	74%[activator]
COc1cc(OC)cc(C2=Cc3ccc(OC)cc3C(CC(C)=O)N2c2ccc(C#CCCO)cc2)c1 (stereo not drawn)	-78%

# (cont.)
SMILES,ALOX12 inh
O=C([C@@H]1Cc2nc[nH]c2CN1Cc1ccc(Cl)cc1)N1CCOCC1,32%[activator][176 µM]
COC(=O)[C@]12CCCCC=C1N(Cc1cccc3ccccc13)C(=O)[C@H](CC(=O)N1CCSCC1)C2,0%
O=C(c1cnccn1)N1CCC(N2CC3CC(C2)[C@H]2CCCC(=O)N2C3)CC1 (stereo partly drawn),14%
CSc1ccc(CN2CCN(Cc3ccccc3F)C(CCO)C2)cc1 (stereo not drawn),-13%
CCCNC(=O)C(C)NC(=O)CCc1c[nH]c2ccccc12 (stereo not drawn),-1%
COCCN1CCCC2(CCN(Cc3cc(-c4ccccc4)no3)C2)C1=O (stereo not drawn),61%[activator]
C=CCn1cc(CN(Cc2ccco2)Cc2cccs2)c(C)n1,13µM*
N#C/C(=C\Nc1ccc(C(N)=O)cc1)c1nc(C2CC2)cs1,?
CCCc1cc(N2CCC(NCc3c(F)cccc3Cl)CC2)nc(C)n1,45%[activator]
O=C(N1CCOc2ccc(CN3CCc4ccccc4C3)cc2C1)C1(c2ccccc2)CC1,26%
CC(=O)c1sc2ccccc2c1OC(=O)c1ccc(C(C)(C)C)cc1,-4%
Cc1ccc(-c2cc(=O)c3cc(NC(=O)c4ccccc4F)ccc3o2)cc1,10%
O=C(COc1ccccc1Cl)OCc1cccc(COC(=O)COc2ccccc2Cl)c1,-9%
COCc1nnc2n1CCC(NC(=O)c1n[nH]c3ccccc13)CC2 (stereo not drawn),24%
Clc1ccccc1C1(c2ccnc(-c3ccccc3)n2)CCNCC1,?
COC(=O)C1=C(C)N(C)C(=NCc2ccc(OC)cc2)NC1c1ccc(F)cc1 (stereo not drawn),-18%
CCN(CC)C(=O)CCC1CCN(C(=O)c2ccccc2F)CC1,36%
COC(=O)C1=C(C)N(Cc2ccc(Br)cc2)C(=S)NC1c1cccc(OC)c1 (stereo not drawn),?
c1ccc(C(CNCc2ccsc2)N2CCCC2)cc1 (stereo not drawn),?
O=C(Nc1ccccc1-c1ccccc1)c1cccc(Cl)c1,-30%
O=C(O)/C=C/c1ccc(Br)cc1,4%
COc1cc2c(cc1OC)C(CNC(=O)C1CCCC1)N(C(=O)Nc1cccc(C)c1)CC2 (stereo not drawn),8%
CCCCn1nc(C(=O)N2CCC(C(=O)N3CCc4ccccc4C3)CC2)c2ccccc2c1=O,?
O=C(c1ccoc1)N1CCCn2cc(-c3ccccc3F)nc21,28%
CCOc1cc(CNC(=O)c2ncoc2-c2cccs2)cc(OCC)c1OCC,16%

# Reformatted: results already given
molecule: Clc1ccccc1C1(c2ccnc(-c3ccccc3)n2)CCNCC1
  ALOX12 inh: ?

molecule: COC(=O)C1=C(C)N(C)C(=NCc2ccc(OC)cc2)NC1c1ccc(F)cc1 (stereo not drawn)
  ALOX12 inh: -18%

molecule: CCN(CC)C(=O)CCC1CCN(C(=O)c2ccccc2F)CC1
  ALOX12 inh: 36%

# More compounds follow:
SMILES,ALOX12 inh
CC1=NOC(C)(C(=O)N2CCCn3cncc3C2)C1 (stereo not drawn),-1%
Cc1ccc(-n2c(COc3ccccc3)nnc2SCC(=O)O)cc1,?
COc1ccccc1C(=O)N1CCn2c(nnc2-c2ccc(Cl)cc2)C1,8%[6.33 µM]
O=C(N[C@H]1[C@H](O)[C@H](O)C[C@@H]1c1cccnc1)C1CCC1,39%[activator][176 µM]
Cc1ccc(C)c(NC(=O)CN2CCN(S(=O)(=O)c3cccs3)CC2)c1,-1%
CC1(C(=O)O)CCCN1C(=O)c1cccc(F)c1 (stereo not drawn),-7%
Cc1ccc(CNC(=O)N2CCC(Cc3nc(-c4ccncc4)n[nH]3)CC2)cc1,49%[activator]
N#CCCN(C(=O)CSc1nnnn1-c1ccc(O)cc1)c1cccc(Cl)c1,-9%
Cc1ccc(C)c(OCCn2cc(C(=O)C(F)(F)F)c3cc(Br)ccc32)c1,33%
COc1ccc(NC(=O)C(C)(C)n2cc(NC(=O)c3ccc4ccccc4n3)cn2)cc1,4%
COC[C@@H]1CN(S(=O)(=O)c2cn(C)cn2)C[C@H]1c1ccccn1,26%
C=Cc1ccc(CN2C(=O)N(c3cc(OC)cc(OC)c3)S(=O)(=O)c3ccccc32)cc1,-17%
Nc1ccn([C@@H]2O[C@H](C(=O)N3CCCN(Cc4ccccc4F)CC3)[C@@H](O)[C@H]2O)c(=O)n1,-7%
CC(=O)NC1(C)CCCN(Cc2cccc(-c3ccccc3)c2)C1 (stereo not drawn),4%[176 µM]
OC(c1cccc(Cl)c1)c1ncc(-c2ccc3ccccc3c2)[nH]1 (stereo not drawn),-27%
COc1cc(=O)n2c(c1C(=O)N(C)Cc1nonc1C)CCN(Cc1c(F)cccc1F)CC2,16%

# Fetched by structure from the list above:
SMILES,ALOX12 inh
Cc1ccc(CNC(=O)N2CCC(Cc3nc(-c4ccncc4)n[nH]3)CC2)cc1,49%[activator]
Cc1ccc(-n2c(COc3ccccc3)nnc2SCC(=O)O)cc1,?
C=Cc1ccc(CN2C(=O)N(c3cc(OC)cc(OC)c3)S(=O)(=O)c3ccccc32)cc1,-17%
OC(c1cccc(Cl)c1)c1ncc(-c2ccc3ccccc3c2)[nH]1 (stereo not drawn),-27%
O=C(N[C@H]1[C@H](O)[C@H](O)C[C@@H]1c1cccnc1)C1CCC1,39%[activator][176 µM]
